Bioassay records from PubChem BioAssay.
DRD3 agonist: activates the human D3 dopamine receptor | max activation, % | 410,000 compounds, 0.58% hits | AID 652048 | D3R DiscoveRx beta-arrestin cells, luminescence, 90 min; in the data active means max activation above about 30%; further: 0% is about no effect; mostly tested at two doses, the higher about 12 µM
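Agonist mode: compounds and dopamine controls were applied to plated cells for 90 min at 37 degrees C after an overnight attachment at 1500 cells/well. Luminescent read-out followed 30 - 60 minutes at room temperature with DiscoveRx detection reagent.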
PI5P4K alpha inh: PI5P4K alpha (human) kinase inhibition; P48426; PI5P4Kalpha enzyme, ADP-Glo luminescence, 60 min; hits give low values; max response, %; 330,000 compounds, 1.2% hits; AID 652105; active means max response of -50% or lower; inconclusive means between -30% and -50%; inactive means -30% or higher; further: value at the top dose of about 77 µM; on the % scale 0 is the no-effect control and ±100 the full control effect
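qHTS, 1536-well: enzyme/substrate mix, compound by pin tool, 5 microM ATP final; RT 60 min; ADP-Glo reagents 1 (45 min) then 2 (30 min); luminescence.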
HEK293 tox: cytotoxicity in counter-screen for GLP-1R inverse agonists; HEK293 cAMP-luciferase reporter cells, luminescence, 24 h; Potency, µM (highest dose often 38.3 µM), for inactives: at the highest dose activity change, negative = inhibition, usual class: inhibitors; 410,000 compounds, 0.13% hits;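 further: loss of luciferase light is scored as toxicity; potency means the concentration at half of the fitted maximal effect; on the % scale 0 is the no-effect control and ±100 the full control effect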
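Seeding density was 200 cells/uL; after overnight-length (12 h) culture, 23 nL compounds went on for 24 h at 37 °C. Readout used a luciferase detection reagent, luminescence taken after 12 min at room temperature.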
GLP-1R agonist: agonists of human GLP-1 receptor | P43220 | HEK293 GLP-1R CRE-luciferase, luminescence, 4-6 h; cells express a hypersensitive GLP-1R form | Potency, µM (highest dose often 45.6 µM), for the others: at the highest dose activation, actives largely listed as activators | 380,000 compounds, 0.007% hits | AID 624172; further: potency means the concentration at half of the fitted maximal effect; % of control where 0% means no effect
WRN helicase inh: WRN helicase (human) inhibition. WRN helicase unwinding, fluorescent forked duplex, kinetic. Potency, µM (titrated, usually from 114 µM), without a hit: top-dose activity change, negative = inhibition, most hits filed as inhibitors. Q14191. AID 651768. 360,000 compounds, 0.46% hits; further: potency means the concentration at half of the fitted maximal effect; on the % scale 0 is the no-effect control and ±100 the full control effect; nearly all actives have a fitted effect of over 55% in size
Target sequence (Q14191 whole entry, looked up): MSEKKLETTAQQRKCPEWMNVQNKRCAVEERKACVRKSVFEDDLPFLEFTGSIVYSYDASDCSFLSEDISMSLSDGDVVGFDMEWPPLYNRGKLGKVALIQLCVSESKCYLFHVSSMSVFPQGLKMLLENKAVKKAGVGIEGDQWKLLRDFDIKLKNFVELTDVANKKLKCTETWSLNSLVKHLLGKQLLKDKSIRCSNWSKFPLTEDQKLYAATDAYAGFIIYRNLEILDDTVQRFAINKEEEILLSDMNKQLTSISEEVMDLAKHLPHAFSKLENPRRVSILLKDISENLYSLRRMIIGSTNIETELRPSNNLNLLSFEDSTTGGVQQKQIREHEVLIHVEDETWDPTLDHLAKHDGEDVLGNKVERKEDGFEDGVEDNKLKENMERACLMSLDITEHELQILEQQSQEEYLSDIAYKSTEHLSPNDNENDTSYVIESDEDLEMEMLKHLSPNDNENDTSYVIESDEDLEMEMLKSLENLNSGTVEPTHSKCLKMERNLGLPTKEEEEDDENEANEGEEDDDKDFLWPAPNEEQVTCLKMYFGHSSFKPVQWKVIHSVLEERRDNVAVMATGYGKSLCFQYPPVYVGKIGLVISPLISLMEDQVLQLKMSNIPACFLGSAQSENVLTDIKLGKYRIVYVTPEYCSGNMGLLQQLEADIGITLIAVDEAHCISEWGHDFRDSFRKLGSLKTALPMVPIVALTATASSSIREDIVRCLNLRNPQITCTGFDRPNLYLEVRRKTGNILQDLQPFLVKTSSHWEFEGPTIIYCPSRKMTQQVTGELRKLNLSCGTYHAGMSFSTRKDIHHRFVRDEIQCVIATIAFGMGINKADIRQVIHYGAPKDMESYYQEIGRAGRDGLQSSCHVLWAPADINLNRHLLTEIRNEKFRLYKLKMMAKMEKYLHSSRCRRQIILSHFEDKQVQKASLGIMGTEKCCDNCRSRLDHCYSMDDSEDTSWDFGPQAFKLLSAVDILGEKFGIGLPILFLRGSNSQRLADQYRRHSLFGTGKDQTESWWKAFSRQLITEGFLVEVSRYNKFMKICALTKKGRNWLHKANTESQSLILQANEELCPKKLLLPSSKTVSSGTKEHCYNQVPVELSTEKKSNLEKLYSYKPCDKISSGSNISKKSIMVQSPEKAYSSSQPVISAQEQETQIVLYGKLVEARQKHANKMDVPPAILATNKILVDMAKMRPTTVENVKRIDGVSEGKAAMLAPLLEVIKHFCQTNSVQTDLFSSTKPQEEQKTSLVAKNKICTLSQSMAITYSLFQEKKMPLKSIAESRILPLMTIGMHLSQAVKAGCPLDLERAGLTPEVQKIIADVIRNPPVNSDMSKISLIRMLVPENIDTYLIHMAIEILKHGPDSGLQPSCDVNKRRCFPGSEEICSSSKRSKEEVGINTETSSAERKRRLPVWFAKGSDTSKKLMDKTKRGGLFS
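Kinetic red-fluorescence monitoring (525/598 nm) tracks WRN helicase activity after 100 nM fluorophore-quencher forked duplex and 2 mM ATP are added to 20 nM enzyme pretreated 15 min at room temperature with compound.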
PLK1 PBD inh: inhibitors of human PLK1 polo-box domain binding | Plk1 PBD binding of FITC phosphopeptide, fluorescence polarization | AID 720504 | 360,000 compounds, 2.8% hits | P53350 | Potency, µM, without a hit: max response, negative = inhibition, actives largely listed as inhibitors; further: potency means the concentration at half of the fitted maximal effect; series mostly up to about 57 µM; on the % scale 0 is the no-effect control and ±100 the full control effect; nearly all actives have a fitted effect of over 65% in size
IL-2 act: activators of IL-2. IL-2 activation reporter assay, cell-based qHTS; stimulated with anti-CD3/CD4/CD28 beads; in transgenic mouse T cells. activation, % (series mostly up to about 46 µM). 360,000 compounds, 0.065% hits. AID 652025; in the data active means activation above about 50%; inconclusive means mostly about 30% to 49%; further: 0% is about no effect
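First, unstimulated transgenic mouse T cells were exposed to compound for 60 min. Next, anti-CD3/anti-CD4-coated beads with anti-CD28 were added. Finally, after 18 h at 37 degrees C, EGFP and DsRed were imaged.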
GLP-1R inv ag: inverse agonists of human GLP-1 receptor; P43220; HEK293 GLP-1R CRE-luciferase, luminescence, 24 h; GLP-1R form is constitutively active; Potency, µM (top dose mostly 38.3 µM), for inactives: at the top dose activity change, negative = inhibition, most hits filed as inhibitors; 410,000 compounds, 1.6% hits; further: potency means the concentration at half of the fitted maximal effect; on the % scale 0 is the no-effect control and ±100 the full control effect; nearly all actives have a fitted effect of over 55% in size
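GLP-1R inverse agonism mode: basal reporter luminescence in engineered HEK293 cells measured after one day of compound exposure at 37 deg C, with a 12 min room-temperature detection step.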
DRD3 antagonist: blocks the human D3 dopamine receptor | D3R cells, DiscoveRx beta-arrestin luminescence, antagonist mode; hits give low values | max response, negative = inhibition, % | 360,000 compounds, 2.5% hits | AID 652054; in the data active means max response below about -50%; inconclusive means no clear call, values can overlap the other calls; further: on the % scale 0 is the no-effect control and ±100 the full control effect; mostly tested at two doses, the higher about 12 µM
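Cells expressing the human receptor were seeded at 1500 cells/well, incubated overnight at 37 degrees C in 5% CO2, then exposed to library compounds with dopamine controls for 90 minutes at 37 degrees C before luminescent detection.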
* = called active by the depositor; ? = inconclusive; . = no result given; & = joins results of further samples; [ ] = another dose, or the depositor's remark. Unless noted, the call rests on the fitted dose curve; in most records, active means well fitted curve in the direction sought with a large enough effect; inconclusive means small, poorly fitted or top-dose-only effect, or another doubt; inactive means no such curve, though single readings can be large; an effect the other way counts as inactive or inconclusive.

SMILES | DRD3 agonist | PI5P4K alpha inh | HEK293 tox | GLP-1R agonist | WRN helicase inh | PLK1 PBD inh | IL-2 act | GLP-1R inv ag | DRD3 antagonist
CCOc1ccc(NC(=O)C(c2ccccn2)N(C(=O)CCl)c2ccc(F)cc2)cc1 (configuration not stated) | 4 | -8 | 6% | 8% | -4% | -2% | 2.6 | 21% | 0
O=C(COc1cccc(NC(=O)c2ccccc2)c1)c1ccccc1 | -1 | 11 | 4% | -6% | 1% | -8% | -0.7 | 12% | -5
Cc1cc(C)nc(SCC(=O)Nc2ccc(S(=O)(=O)N3CCCCC3)cc2)n1 | 0 | 10 | -27% | 6% | -9% | -3% | -3.7 | 0% | 33
CCOC(=O)C1C(c2ccc(O)c(OC)c2)NC(=S)NC1(O)C(F)(F)F (configuration not stated) | 3 | 3 | 1% | -2% | 8% | -17% | 0.7 | 17% | 15
O=C(Nc1ccnn1C1CCNCC1)c1ccc2c(c1)OCO2 | 1 | ? | 99%[activator] | 0% | -28% | -30% | -1.4 | -2% | 19
O=C(NCCCCCCOC1=NS(=O)(=O)c2ccccc21)C(=O)Nc1ccccc1 | 17 | 0 | -4% | 4% | -6% | 5% | -0.4 | -17% | 17
Cc1ccc(CCNC(=O)C2CCCN(S(=O)(=O)c3c(C)noc3/C=C/N(C)C)C2)cc1 (configuration not stated) | -8 | 1 | -16% | 1% | -1% | -8% | -2.4 | ? | ?
CCn1c(SCC(=O)N2c3ccccc3CCc3ccccc32)nc2c1c(=O)n(C)c(=O)n2C | -2 | . | -2% | 1% | -8% | -1% | -1.7 | -9% | 9
CN1CCN(c2ccccc2NS(=O)(=O)c2ccc3c(c2)CCN3C(=O)C2CCC2)CC1 | -12 | 8 | -14% | 16% | -5% | -6% | 1.2 | ? | -52*
O=C(CN1CCC(O)(c2cccc(F)c2)CC1)NCCc1c[nH]c2ccccc12 | -17 | 9 | 4% | -6% | -11% | -4% | -0.7 | ? | -20
CCCN(CCC)CCNC(=O)c1cc2c(-c3ccccc3F)nn(C)c2s1 | -12&-27 | 1 | ? | 6% | 17% | -10% | 0.0 | ? | -1
CC(C)Oc1ccc(CNC(=O)Cn2c(=O)c3cccn3c3cccnc32)cc1 | 2 | -2 | 7% | 4% | 2% | -14% | -1.8 | 5% | 10
COc1ccc(-n2c(=S)[nH]c3cc(C(=O)Nc4ccc(C)c(F)c4)ccc3c2=O)c(OC)c1 | 0 | -4 | -4% | -2% | -3% | -7% | -0.5 | 7.1µM* | ?
CCc1ccccc1NC(=O)C1C2C=CC(O2)C1C(=O)O (configuration not stated) | 5 | 1 | 0% | 2% | 1% | -6% | 0.0 | 22% | -22
COC(=O)CN1C(=S)N(Cc2ccccc2)C(=O)C1CC(=O)Nc1ccc(OC)cc1 (configuration not stated) | 2 | 9 | -13% | 0% | 3% | -1% | -0.8 | 13% | 13
O=C(CSc1nc2ccccc2c(=O)n1-c1ccc(SC(F)F)cc1)Nc1ccc(N2CCOCC2)cc1 | -3 | -6 | -7% | -2% | -14% | -8% | -3.4 | 12% | -1
Cc1ccc(/C=N/Nc2ncc(Cl)cc2Cl)s1 | 31* | . | ? | -14% | -13% | -4% | 1.5 | 0% | 28
CCc1ccnc(NC(=O)Nc2ccc(OCc3ccccc3)cc2)c1 | 5 | 3 | 4% | 1% | -1% | 4% | -0.7 | 15% | 15
COCCCNc1nnc(Cc2ccccc2)c2ccccc12 | -5 | -3 | 9% | 17% | -18% | -7% | 0.9 | -3% | -10
CN1CCC(N(C)C(=O)c2ccc(Cl)c(S(=O)(=O)N3CCOCC3)c2)CC1 | -20 | 5 | -6% | -2% | 2% | -9% | -2.1 | -11% | -13
O=C(/C=C/c1ccc(Cl)cc1)NC(=S)Nc1ccccc1C(=O)O | -8 | -26 | -28% | -1% | -4%[11.6 µM] | ? | -1.9 | -17% | -16
COc1ccc(Br)cc1/C=N/N1CCN(Cc2ccccc2Cl)CC1 | -9 | 19 | 9% | -6% | -35% | -7% | -0.2 | ? | -24
O=C(Nc1nnc(C2CC2)s1)C1CC(=O)N(c2ccc3c(c2)OCCO3)C1 (configuration not stated) | 1 | ? | -5% | -1% | -26%[57.1 µM] | -16% | 0.9 | 16% | 24
COC(=O)c1ccc(NC(=O)[C@H](C)NC(N)=O)cc1 | 3 | -2 | 4% | 0% | -4% | -19% | 2.1 | 1% | 5
Cc1ccc(-c2csc(=Nc3cccnc3)n2CCCn2ccnc2)cc1C | 3 | -8 | -22% | -9% | 2% | -18% | -1.2 | ? | 30
CCOC(=O)CCP(=O)(O)C(C)(O)c1ccccc1 (configuration not stated) | 21 | . | 2% | 1% | 6% | -1% | -3.0 | 0% | -24
CC1Cc2ccccc2N1C(=O)CSc1nnc(NC(=O)Cc2cccs2)s1 (configuration not stated) | -11 | ? | -12% | -1% | -25% | 30µM* | 3.3 | ? | 10
CC1CCCN(S(=O)(=O)c2ccc3c(c2)CCN3C(=O)C2CCC2)C1 (configuration not stated) | 2 | 0 | -11% | -12% | 6% | 2% | 1.4 | 24% | 16
COc1ccc(NC(=O)C2CCCN(S(=O)(=O)c3cccnc3)C2)c(OC)c1 (configuration not stated) | 3 | 0 | -3% | 9% | 2% | -1% | -3.8 | 10% | -26
Cc1nc(CN2CCN(C(=O)c3ccc(C(C)(C)C)cc3)CC2)cs1 | -8 | -2 | 3% | 0% | -3% | -19% | -2.9 | ? | ?
Cc1ccc(NC(=O)COC(=O)CCc2ccc(S(=O)(=O)N3CCOCC3)cc2)cc1C | 3 | -9 | 15% | 5% | -1% | 0% | 0.6 | 5% | 10
Cc1cc(Cl)ccc1OC(C)C(=O)Nc1ccccc1N1CCOCC1 (configuration not stated) | 3 | 12 | -1% | 18% | -21% | 0% | -0.3 | ? | 4
Cc1ccccc1C(=O)Nc1ccnn1C1CCN(C2CCSCC2)CC1 | 4 | -4 | -5% | 10% | 8% | -3% | -0.3 | -21% | -11
O=C(CSc1cn(CC(=O)N2CCOCC2)c2ccccc12)N1CCOCC1 | 20 | -7 | -23% | 1% | 0%[57.1 µM] | -15% | -2.0 | 1% | 1
CCOC(=O)c1c(C#N)c(SCC(=O)Nc2ccc(OC)cc2)nc2c1CN(CC)CC2 | -20 | . | 8% | 1% | -7%[57.1 µM] | -12% | -2.9 | -1% | -6
COC(=O)c1ccc(CS(=O)(=O)c2ccc(C)cc2)o1 | -2 | -3 | -16% | 5% | 2%[11.6 µM] | -18% | 0.1 | 8% | -12
CCOc1ccc(C(=O)NC(=S)Nc2ccc(NC(=O)c3ccco3)cc2)cc1[N+](=O)[O-] | 2 | -17 | -9% | 17% | -12% | -1% | 0.3 | 0% | 8
O=C(N[C@@H](Cc1ccccc1)C(=O)OCc1ccccc1)c1ccco1 | 8 | 0 | -22% | 18% | -2% | -5% | 1.3 | ? | -5
CCCN1CCC(NC(=O)C2CCN(C(C)=O)CC2)CC1 | -2 | -3 | -2% | -1% | 9% | -3% | 0.0 | 2% | 10
O=C(/C=C/c1ccc(F)cc1)NC(=S)NNC(=O)[C@H]1C[C@@H]1c1ccccc1 | -7 | -7 | -14% | -5% | 13% | -5% | 1.8 | -13% | -12
CCCc1cc(=O)n2nc(N3CCC(C(=O)NCc4ccco4)CC3)sc2n1 | -4 | 6 | 3% | -1% | -2% | 24µM* | -2.7 | 19% | 17
CCOC(=O)c1c[nH]c2ccc3ccccc3c2c1=O | 2 | 5 | -29% | -5% | -4% | -10% | 0.2 | 10% | 6
CSc1ccccc1OCc1cc(C(=O)NCCC2=CCCCC2)no1 | -9 | -1 | -2% | 5% | 1% | 3% | 1.6 | -24% | -28
COc1ccc(-n2cnc3cc(NCc4cccs4)ccc32)cc1 | -5 | -28 | 8% | 25% | -2% | 27µM* | -1.8 | ? | -15
CC(=O)Oc1cc2cccc(OC(C)=O)c(=O)c2c(OC(C)=O)c1OC(C)=O | 16 | -89* | -21% | -1% | 8.9µM* | ? | -0.1 | 15% | -15
Cc1ccc(/C(O)=C2/C(=O)C(=O)N(Cc3cccnc3)C2c2ccccn2)cc1 (configuration not stated) | 3 | -7 | -6% | -2% | -8% | 0% | 1.5 | -13% | 15
COc1ccc(-c2nn(-c3ccccc3)cc2C(=O)N2CCOCC2)cc1 | 13 | . | -10% | 12% | -6% | -2% | -0.3 | 3% | 24
COC(=O)c1sccc1NC(=O)c1c(C)c(-c2cccc(Cl)c2)nc2ccccc12 | -4 | 11 | 11% | 0% | 1% | -21% | -0.2 | 22% | 0
COc1cccc(CNC(=O)C2CCN(S(=O)(=O)c3ccc4c(c3)CCC(=O)N4)CC2)c1 | 7 | 1 | -22% | -4% | -7% | -2% | -1.6 | 8% | 5
COC(=O)Cc1ccc(OC(=O)CCS(=O)(=O)c2ccc(C)cc2)cc1 | 3 | -2 | 19% | -11% | 12% | -14% | 1.7 | 1% | -6
Cc1ccc(C(=O)OCC(=O)c2ccc(Br)cc2)cc1S(=O)(=O)N1CCOCC1 | 1 | 0 | -4% | 4% | -3% | -4% | 0.5 | -5% | 21
CCCN(CCC)S(=O)(=O)c1ccc(C(=O)Nc2ccc(S(=O)(=O)Nc3nnc(CC)s3)cc2)cc1 | 0 | 2 | 1% | 5% | -9% | ? | -0.6 | 14% | 0
CCOC(=O)C1(CCOc2ccccc2)CCN(Cc2ccc(-n3cccn3)cc2)CC1 | 1 | 7 | -27% | 10% | -15% | -1% | -5.3 | ? | -71*

Three entries picked at random from those above, as already listed:
SMILES | DRD3 agonist | PI5P4K alpha inh | HEK293 tox | GLP-1R agonist | WRN helicase inh | PLK1 PBD inh | IL-2 act | GLP-1R inv ag | DRD3 antagonist
COc1ccc(-c2nn(-c3ccccc3)cc2C(=O)N2CCOCC2)cc1 | 13 | . | -10% | 12% | -6% | -2% | -0.3 | 3% | 24
Cc1ccc(CCNC(=O)C2CCCN(S(=O)(=O)c3c(C)noc3/C=C/N(C)C)C2)cc1 (configuration not stated) | -8 | 1 | -16% | 1% | -1% | -8% | -2.4 | ? | ?
Cc1ccc(/C=N/Nc2ncc(Cl)cc2Cl)s1 | 31* | . | ? | -14% | -13% | -4% | 1.5 | 0% | 28
